High-throughput results deposited in PubChem BioAssay by Southern Research Specialized Biocontainment Screening Center.
M. tuberculosis HTS: M. tuberculosis growth inhibition, HTS (AID 449762). M. tuberculosis H37Rv growth inhibition, 7H9 media; higher % means a stronger effect. inhibition, % at 25 µM, or IC50 in µM where a hit was titrated. 330,000 tested, 0.59% active; in the data active means a potency from the dose series; inconclusive means inhibition above about 70% without an active follow-up result;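 further: bacterial growth assessed after seven days of incubation; strong numbers were not always called active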
inhibitors of VEEV: inhibitors of VEEV TC-83 cytopathic effect, confirmation, Vero cells (AID 588727). Vero cells, VEEV TC-83 cytopathic effect inhibition; higher % means a stronger effect. one-dose inhibition, % at 20 µM; IC50 in µM for titrated hits. 350,000 tested, 0.13% active; in the data active means a potency from the dose series; inconclusive means inhibition mostly from about 14% at the one dose, without a potency; inactive means the rest, 99 in 100 with inhibition below about 12%; further: strong numbers were not always called active
PhoP GFP inhibition: PhoP regulon inhibitors, Salmonella typhi PhoP promoter GFP reporter, confirmatory (AID 1850) | inhibition, % at 50 µM; hits with a dose series show IC50 in µM | Salmonella Typhi PhoP-promoter GFP reporter, fluorescence, 4 h; higher % means a stronger effect | 310,000 tested, 0.33% active; in the data active means a potency from the dose series; inconclusive means inhibition mostly from about 25% at the one dose, without a potency; inactive means the rest, 99 in 100 with inhibition below about 19%;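 further: 0% = induced wells with vehicle and 100% = uninduced wells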
influenza NS1A: H1N1 influenza NS1A inhibitors, functional cell based assay (AID 504329). NS1A functional cell-based assay, percent inhibition; higher % means a stronger effect. one-dose inhibition, % at 12.5 µM; IC50 in µM for titrated hits. 340,000 tested, 0.3% active; in the data active means a potency from the dose series; inconclusive means inhibition above about 27% without an active follow-up result; further: strong numbers were not always called active
M. tuberculosis: growth inhibition of non-replicating M. tuberculosis (AID 488890). inhibition, % at 25 µM; hits with a dose series show IC50 in µM. 320,000 tested, 0.39% active. Mycobacterium tuberculosis non-replicating, growth inhibition; higher % means a stronger effect; in the data active means a potency from the dose series; inconclusive means inhibition mostly from about 82% at the one dose, without a potency; inactive means the rest, 99 in 100 with inhibition below about 76%;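 further: plate controls were DMSO cells for no effect and high antibiotic wells for full effect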
inhibitors of VEEV 10K pilot screen: recorded beside inhibitors of VEEV, whose call it bears; inhibition, %; measured here: 10K pilot screen inhibition
* marks the source's active call; other numbers are inactive results.

Results for Cn1c(-c2ccccc2)c(/C=N/NC(=O)c2ccc(O)cc2)c2ccccc21 ?
M. tuberculosis HTS: -2%; inhibitors of VEEV: 7.8%; PhoP GFP inhibition: -7%; influenza NS1A: -15%; M. tuberculosis: 27%

What do the screens show for `CCOc1cc(C(=O)Nn2cnnc2)cc(OCC)c1OCC`?
M. tuberculosis HTS: 2%; inhibitors of VEEV: 1.4%; PhoP GFP inhibition: 13%; influenza NS1A: 0%; M. tuberculosis: -3%

What do the screens show for `Cc1c(C(=O)N2CCc3ccccc32)oc2c1C(=O)CC(C)(C)C2`?
inhibitors of VEEV: 0.6%; influenza NS1A: 7%

How did COc1cc(C(=O)N2CCC(C(=O)Nc3cccc(C(C)=O)c3)CC2)cc(OC)c1OC do in these assays?
M. tuberculosis HTS: 4%; inhibitors of VEEV: 0.9%; PhoP GFP inhibition: -2%; influenza NS1A: -11%; M. tuberculosis: -12%

Results for Cc1nc(NC(=O)c2ccccc2)sc1Cc1ccc2c(c1)OCO2 ?
M. tuberculosis HTS: 25%; inhibitors of VEEV: 4.2%; PhoP GFP inhibition: -1%; influenza NS1A: -8%; M. tuberculosis: inconclusive

Results for O=C(NC1CCCCCC1)C(Cc1ccccc1)n1cccc1 (stereo not drawn) ?
M. tuberculosis HTS: -6%; inhibitors of VEEV: 0.5%; PhoP GFP inhibition: 16%; influenza NS1A: 17%; M. tuberculosis: 23%

How did COc1ccc(-c2nn(-c3ccccc3)cc2N)cc1 do in these assays?
M. tuberculosis HTS: -1%; inhibitors of VEEV: 0.8%; PhoP GFP inhibition: 3%; influenza NS1A: -5%; M. tuberculosis: 5%

Results for CC(C)Cn1c(SCC(=O)c2ccc(Cl)s2)nnc1-c1ccco1 ?
M. tuberculosis HTS: 8%; inhibitors of VEEV: 24%; PhoP GFP inhibition: -5%; influenza NS1A: -4%; M. tuberculosis: 67%

Results for CCCCC(=O)NC(=S)NNC(=O)c1ccc(OC)cc1 ?
M. tuberculosis HTS: 67%; inhibitors of VEEV: 11%; PhoP GFP inhibition: -8%; influenza NS1A: -4%; M. tuberculosis: inconclusive

How did O=C(O)CNS(=O)(=O)c1ccc(C2CCCCC2)cc1 do in these assays?
M. tuberculosis HTS: -11%; inhibitors of VEEV: 1.1%; PhoP GFP inhibition: 7%; influenza NS1A: 3%; M. tuberculosis: -18%; inhibitors of VEEV 10K pilot screen: 0.4

What do the screens show for `Cc1ccc[n+](CC(=O)/C=C2\N(C)c3ccccc3C2(C)C)c1`?
M. tuberculosis HTS: -2%; inhibitors of VEEV: inactive; PhoP GFP inhibition: 8%; influenza NS1A: -6%; M. tuberculosis: 3%

What do the screens show for `CCOC(=O)c1ccc(NC(=O)Cn2nnc(-c3ccc(F)cc3)n2)cc1`?
M. tuberculosis HTS: inconclusive; inhibitors of VEEV: 1.2%; PhoP GFP inhibition: 2%; influenza NS1A: 2%; M. tuberculosis: 24%

What do the screens show for `CCCSc1nc(O)c(C2OC(=O)c3c2ccc(OC)c3OC)c(=O)n1-c1ccccc1` (stereo not drawn)?
M. tuberculosis HTS: -1%; inhibitors of VEEV: 2.0%; PhoP GFP inhibition: -5%; influenza NS1A: -2%; M. tuberculosis: 73%; inhibitors of VEEV 10K pilot screen: 0.6

What do the screens show for `CCOC(=O)CN1C(=O)C(=O)N(Cc2cccc(C)c2)C1=O`?
M. tuberculosis HTS: 3%; inhibitors of VEEV: 0.8%; PhoP GFP inhibition: -12%; influenza NS1A: -5%; M. tuberculosis: -12%

How did CC1=NN=C(c2ccc(N)cc2)c2cc3c(cc2C1)OCO3 do in these assays?
M. tuberculosis HTS: 4%; inhibitors of VEEV: 0.8%; PhoP GFP inhibition: -17%; influenza NS1A: -1%; M. tuberculosis: 4%

What do the screens show for `CCOC(=O)N1CCN(C(=O)CCCCn2c(=S)[nH]c3ccsc3c2=O)CC1`?
M. tuberculosis HTS: 0%; inhibitors of VEEV: 5.4%; PhoP GFP inhibition: -2%; influenza NS1A: 9%; M. tuberculosis: 3%

How did COc1ccc(C)cc1NC(=O)CN1CCCC1c1ccc2c(c1)OCCCO2 (stereo not drawn) do in these assays?
M. tuberculosis HTS: 6%; inhibitors of VEEV: 2.1%; influenza NS1A: -13%; M. tuberculosis: 46%

What do the screens show for `O=C(Nc1cccc(-c2cn3c(n2)SCC3)c1)c1ccc(Br)o1`?
M. tuberculosis HTS: 4%; inhibitors of VEEV: 8.6%; PhoP GFP inhibition: -3%; influenza NS1A: 4%; M. tuberculosis: 2%

Results for Cc1ccc(O)c(C(=O)c2cnn(C(=O)c3cccc(S(=O)(=O)N(C)C)c3)c2)c1 ?
inhibitors of VEEV: 7.9%; influenza NS1A: -6%

Results for COc1cc2c(cc1NC(=O)c1ccc3c(c1)OCO3)oc1ccccc12 ?
M. tuberculosis HTS: 10%; inhibitors of VEEV: 0.2%; PhoP GFP inhibition: -13%; influenza NS1A: -6%; M. tuberculosis: 9%

Filtered by structure: the compounds so far with two or more sulfur atoms (2)
Results for CC(C)Cn1c(SCC(=O)c2ccc(Cl)s2)nnc1-c1ccco1 ?
M. tuberculosis HTS: 8%; inhibitors of VEEV: 24%; PhoP GFP inhibition: -5%; influenza NS1A: -4%; M. tuberculosis: 67%

What do the screens show for `CCOC(=O)N1CCN(C(=O)CCCCn2c(=S)[nH]c3ccsc3c2=O)CC1`?
M. tuberculosis HTS: 0%; inhibitors of VEEV: 5.4%; PhoP GFP inhibition: -2%; influenza NS1A: 9%; M. tuberculosis: 3%

(further entries)
Results for Cc1ccc(Cl)c(OCC(=O)Nc2ccc(S(=O)(=O)NC3=NCCCCC3)cc2)c1 ?
M. tuberculosis HTS: -1%; inhibitors of VEEV: 2.6%; PhoP GFP inhibition: 0%; influenza NS1A: -13%; M. tuberculosis: -8%

How did CC(C)CCN(C(=O)Cc1ccc(Cl)c(Cl)c1)c1c(N)n(Cc2ccccc2)c(=O)[nH]c1=O do in these assays?
M. tuberculosis HTS: -3%; inhibitors of VEEV: 9.5%; PhoP GFP inhibition: 14%; influenza NS1A: -3%; M. tuberculosis: 8%

What do the screens show for `CC1CCN(S(=O)(=O)c2cccc3cccnc23)CC1`?
M. tuberculosis HTS: 4%; inhibitors of VEEV: 0.3%; PhoP GFP inhibition: 1%; influenza NS1A: 0%; M. tuberculosis: 9%

How did Cc1cccc(-c2nnc(SCC(=O)c3ccc(O)cc3O)n2C)c1 do in these assays?
M. tuberculosis HTS: 0%; inhibitors of VEEV: 1.2%; PhoP GFP inhibition: 8%; influenza NS1A: 5%; M. tuberculosis: -1%

How did CC(=O)Nc1ccc(C2=NNC(=Nc3ccc(S(=O)(=O)N4CCOCC4)cc3)SC2)cc1 do in these assays?
M. tuberculosis HTS: -6%; inhibitors of VEEV: 5.7%; PhoP GFP inhibition: -1%; influenza NS1A: -7%; M. tuberculosis: 20%

How did O=C(CSc1nnc(C2CCCCC2)n1-c1ccccc1)NCc1ccco1 do in these assays?
M. tuberculosis HTS: -1%; inhibitors of VEEV: inactive; PhoP GFP inhibition: 3%; influenza NS1A: -3%; M. tuberculosis: 12%

Results for COc1ccc(CN2CCCCCC2)cc1Br ?
M. tuberculosis HTS: -3%; inhibitors of VEEV: 2.4%; PhoP GFP inhibition: -4%; influenza NS1A: 2%; M. tuberculosis: -25%

How did CCN(Cc1ccncc1)S(=O)(=O)c1ccc(C(C)=O)cc1 do in these assays?
M. tuberculosis HTS: 4%; inhibitors of VEEV: inactive; PhoP GFP inhibition: -2%; influenza NS1A: 2%; M. tuberculosis: 39%; inhibitors of VEEV 10K pilot screen: 0.6

Results for CCN(CC)S(=O)(=O)c1ccc(N2CCCC2)c(NC(=O)Cc2ccc(OC)cc2)c1 ?
M. tuberculosis HTS: -3%; inhibitors of VEEV: inactive; PhoP GFP inhibition: 3%; influenza NS1A: 9%; M. tuberculosis: 27%

What do the screens show for `CCc1nnc(NS(=O)(=O)c2ccc(NC(=O)c3ccc(C#N)cc3)cc2)s1`?
M. tuberculosis HTS: 3%; inhibitors of VEEV: 0.9%; PhoP GFP inhibition: -3%; influenza NS1A: -2%; M. tuberculosis: 57%

What do the screens show for `CCCCNC(=O)/C(=C\c1ccc([N+](=O)[O-])o1)NC(=O)c1ccccc1`?
M. tuberculosis HTS: inconclusive; inhibitors of VEEV: 2.1%; PhoP GFP inhibition: -4%; influenza NS1A: 2%; M. tuberculosis: 71%

What do the screens show for `O=C(CN1CCC(C(=O)c2ccc3c(c2)OCCO3)CC1)Nc1ccccc1F`?
M. tuberculosis HTS: -8%; inhibitors of VEEV: inactive; PhoP GFP inhibition: -4%; influenza NS1A: 7%; M. tuberculosis: -7%

Results for O=C1C(=NO)C(c2ccccc2)Oc2ccccc21 (stereo not drawn) ?
inhibitors of VEEV: 2.2%; influenza NS1A: 4%

What do the screens show for `COc1cc(NC(=O)COc2ccccc2[N+](=O)[O-])ccc1NC(=O)c1cccs1`?
inhibitors of VEEV: 1.7%; influenza NS1A: 11%

What do the screens show for `CC1CCCCC12NC(=O)N(CC(=O)N1CCc3ccccc31)C2=O` (stereo not drawn)?
M. tuberculosis HTS: -6%; inhibitors of VEEV: inactive; influenza NS1A: -3%; M. tuberculosis: 10%

Results for COc1ccc(NC(=O)COc2cccc3c2CCN(C)C3=O)c(OC)c1 ?
M. tuberculosis HTS: 20%; inhibitors of VEEV: 8.0%; PhoP GFP inhibition: -10%; influenza NS1A: -4%; M. tuberculosis: 47%

What do the screens show for `O=C(NCCc1ccccn1)c1cc(C(=O)C2CCCCC2)c[nH]1`?
M. tuberculosis HTS: -2%; inhibitors of VEEV: 2.7%; PhoP GFP inhibition: 15%; influenza NS1A: 7%; M. tuberculosis: 14%

How did CC1(C(=O)NC2CCCCC2)CCC(=O)N1Cc1ccc2c(c1)OCO2 (stereo not drawn) do in these assays?
M. tuberculosis HTS: 5%; inhibitors of VEEV: 0.5%; PhoP GFP inhibition: -1%; influenza NS1A: 13%; M. tuberculosis: -20%

How did COc1ccccc1CN1CC(C(=O)NCCc2ccc(C)o2)CCC1=O (stereo not drawn) do in these assays?
M. tuberculosis HTS: 9%; inhibitors of VEEV: 1.6%; PhoP GFP inhibition: 2%; influenza NS1A: 4%; M. tuberculosis: 6%

How did Oc1ccc(-c2csc(Nc3cccc4ccccc34)n2)cc1O do in these assays?
M. tuberculosis HTS: 9%; inhibitors of VEEV: 4.0%; PhoP GFP inhibition: 4%; influenza NS1A: 2%; M. tuberculosis: 11%

How did CC(Sc1cccc(C(F)(F)F)c1)C(=O)NC(N)=O (stereo not drawn) do in these assays?
M. tuberculosis HTS: 6%; inhibitors of VEEV: 1.1%; PhoP GFP inhibition: -3%; influenza NS1A: -8%; M. tuberculosis: 11%

Results for CCOC(=O)CCCSc1nc2sc(C)c(C)c2c(=O)[nH]1 ?
M. tuberculosis HTS: -10%; inhibitors of VEEV: 0.5%; PhoP GFP inhibition: -10%; influenza NS1A: -3%

How did COc1ccc(C(=O)N(c2ccccc2)c2nccc3ccccc23)cc1OC do in these assays?
inhibitors of VEEV: inactive; influenza NS1A: -1%

What do the screens show for `CC(NS(=O)(=O)c1ccccc1)C(=O)NCc1ccco1` (stereo not drawn)?
M. tuberculosis HTS: 6%; inhibitors of VEEV: 0.7%; PhoP GFP inhibition: 5%; influenza NS1A: 4%; M. tuberculosis: 14%

What do the screens show for `CCOC(=O)CCc1c(C)nc2c(c(C)nn2-c2ccc(C)cc2)c1C`?
M. tuberculosis HTS: 8%; inhibitors of VEEV: 0.4%; PhoP GFP inhibition: -3%; influenza NS1A: 17%; M. tuberculosis: 30%

How did CCC1(CC)NC(=O)N(CC(=O)N2N=C(c3ccc(Cl)cc3)CC2c2ccco2)C1=O (stereo not drawn) do in these assays?
M. tuberculosis HTS: 3%; inhibitors of VEEV: 11%; PhoP GFP inhibition: 6%; influenza NS1A: 6%; M. tuberculosis: 60%

How did Cc1ccc(NC(=O)CCNC(=O)N2C[C@H]3C[C@@H](C2)c2cccc(=O)n2C3)c(C)c1 do in these assays?
M. tuberculosis HTS: -7%; inhibitors of VEEV: 1.8%; PhoP GFP inhibition: 18%; influenza NS1A: 6%; M. tuberculosis: 32%

What do the screens show for `O=S(=O)(c1cccc2nonc12)N1CCN(c2ccccc2F)CC1`?
M. tuberculosis HTS: 8%; inhibitors of VEEV: inactive; PhoP GFP inhibition: -8%; influenza NS1A: 3%; M. tuberculosis: 0%
